# Assay outcomes deposited in PubChem by Sanford-Burnham Center for Chemical Genomics.
# TAG inh: inhibitors of triacylglycerol accumulation | inhibition, % at 12.5 µM | hit rate 0.66% among 230,000 | H9c2 cells, Nile Red lipid (TAG) fluorescence; cells loaded with 200 µM oleic acid;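 active = pattern-corrected inhibition of lipid staining of at least 50% with the nuclear-stain viability signal not falling by more than 50%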;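 also: 0% = DMSO wells and 100% = triacsin C control wells; some results filed as inactive read as strong as hits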
# TAG inh DAPI viability: second read-out of TAG inh, no call of its own (marks repeat the call); DAPI nuclei signal change (viability), lower = more cytotoxic, %;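 whole-well DAPI fluorescence read on a plate reader as a viability signal; minus 50 percent equals half of cells still viable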
# Numbers without * were called inactive; & = joins results of further samples.
SMILES,TAG inh,TAG inh DAPI viability
COC(=O)c1sc(N2C(=O)C(O)=C(C(=O)c3ccc(C)o3)C2c2cc(OC)ccc2OC)nc1C (configuration not stated),-2.0,10.3
COc1ccccc1-c1sc2ccccc2c1-c1ccc(O)cc1,-21.9,10.8
Cc1cc(C)n(S(=O)(=O)/C=C/c2ccccc2)n1,-3.3,6.0
COc1ccc(-n2c(SCC(=O)Nc3ccccc3)nc3c(c2=O)SCC3)cc1,-5.4,-5.0
C[C@@H]1NS(=O)(=O)[C@H]2C[C@@H]3C=C[C@]2(O3)[C@H]1OC(=O)c1ccccc1Br,-28.7,11.0
Cc1ccc(-c2nn(-c3cccc(F)c3)cc2CNCCc2ccncc2)o1,17.8,16.1
COc1ccc(NC2=NC(=S)N(c3ccc(C)cc3)C23CCCCC3)cc1,56.8*,-28.8*
CCN(CC)C(=O)c1sc(N)c(C(=O)OC(C)C)c1C,-24.0,-0.4
C1CCC(c2nn3c(-c4n[nH]c5c4CCC5)nnc3s2)CC1,12.2,-1.8
CNS(=O)(=O)c1cccc(C(=O)Nc2cccnc2)c1,7.7,-5.1
CCOc1ccc(C(=O)Nc2ccc3c(c2)C(=O)NC3=O)cc1,4.8,-2.5
O=C1CCN(Cc2ccccc2)S(=O)(=O)c2ccc(C(F)(F)F)cc21,-28.5,5.1
Cc1ccc(S(=O)(=O)N2CCOC2CNC(=O)C(=O)NCCc2ccccc2)cc1 (configuration not stated),-9.1,0.5
COc1cccc(/C=C/C(=O)OCC(=O)Nc2ccc3c(c2)OCCO3)c1,-4.0,2.6
C=C1C(=O)[C@@]23[C@H](O)C[C@@H]4C(C)(C)CC[C@H](O)[C@@]4(C)[C@@H]2CC[C@@H]1[C@H]3O,13.5,-58.2
COc1ccc(CNCCS(=O)(=O)NCc2ccc(OC)cc2)cc1,-0.8,-8.3
O=C(NCc1ccncc1)c1cccc(S(=O)(=O)Nc2ccc(SC(F)F)cc2)c1,3.4,2.5
CN1CCN(c2ccc(CNC(=O)c3ccc(-c4ccnn4C)c4ccoc34)cc2)CC1,18.3,-3.2
Cc1ccc(C)c(C(=O)NC2CC(C)(C)NC(C)(C)C2)c1,3.2,-18.5
Cc1ccc(C(=O)C(C)OC(=O)CN2C(=O)NC3(CCCC3)C2=O)cc1 (configuration not stated),-11.6,-4.5
CCn1ccnc1C(O)c1ccc(N(C)C)cc1 (configuration not stated),-18.6,8.0
CC(C)c1nc(SCC(=O)Nc2ccc3c(c2)OCO3)n[nH]1,-9.5,4.5
CCOC(=O)NC(=O)CSc1nc2ccc(OCC)cc2[nH]1,-21.1,-2.1
O=C(N=Nc1c(O)[nH]c2ccc([N+](=O)[O-])cc12)c1ccccc1Cl,10.9,4.5
CC(=O)C1=C(O)C(=O)N(CCC(=O)O)C1c1ccccc1[N+](=O)[O-] (configuration not stated),14.9,-5.9
COC(=O)C(=Cc1ccc(OCc2ccc([N+](=O)[O-])cc2)c(OC)c1)C(=O)OC,-4.1,13.9
COc1ccc(/C=N\NC(=O)CNC(=O)C(c2ccccc2)c2ccccc2)cc1[N+](=O)[O-],-3.1,12.8
CN(c1ccccc1)S(=O)(=O)c1ccc(C(=O)Nc2ncccc2O)cc1,-4.6,11.6
COc1ccc(CC(=O)N2CCN=C2SC)cc1OC,-7.0,5.2
CN1CCN(CCNC(=O)c2cc3c(=O)n(C)c4ccccc4c3n2C)CC1,22.1,-6.0
Fc1nc(N2CCCC2)c(F)c(Oc2ccccc2Oc2c(F)c(F)nc(N3CCCC3)c2F)c1F,11.4,4.2
CC1(C)CN(c2cccc(C#N)c2)C1=O,-2.8,-8.1
Cc1ccc(-c2nc3c(c(=O)[nH]c(=O)n3Cc3ccccc3)n2Cc2ccccc2)o1,3.2,2.4
CC(C)=C(NC(=O)c1ccccc1)C(=O)Nc1ccc(C(=O)O)cc1,2.1,5.8
COc1ccc(Cl)cc1C(=O)OCC(=O)c1c(N)n(C)c(=O)n(C)c1=O,8.6,-3.3
C/C(=N\NC(=O)c1ccncc1)c1ccc(N2CCOCC2)cc1,13.7,5.9

# Part of the list above in order of heavy-atom count, low to high.
SMILES,TAG inh,TAG inh DAPI viability
CC1(C)CN(c2cccc(C#N)c2)C1=O,-2.8,-8.1
Cc1cc(C)n(S(=O)(=O)/C=C/c2ccccc2)n1,-3.3,6.0
CNS(=O)(=O)c1cccc(C(=O)Nc2cccnc2)c1,7.7,-5.1
Cc1ccc(C)c(C(=O)NC2CC(C)(C)NC(C)(C)C2)c1,3.2,-18.5
CCOC(=O)NC(=O)CSc1nc2ccc(OCC)cc2[nH]1,-21.1,-2.1
CCOc1ccc(C(=O)Nc2ccc3c(c2)C(=O)NC3=O)cc1,4.8,-2.5
C/C(=N\NC(=O)c1ccncc1)c1ccc(N2CCOCC2)cc1,13.7,5.9
COc1ccc(CNCCS(=O)(=O)NCc2ccc(OC)cc2)cc1,-0.8,-8.3
Cc1ccc(-c2nn(-c3cccc(F)c3)cc2CNCCc2ccncc2)o1,17.8,16.1
COc1ccc(-n2c(SCC(=O)Nc3ccccc3)nc3c(c2=O)SCC3)cc1,-5.4,-5.0
O=C(NCc1ccncc1)c1cccc(S(=O)(=O)Nc2ccc(SC(F)F)cc2)c1,3.4,2.5
Cc1ccc(-c2nc3c(c(=O)[nH]c(=O)n3Cc3ccccc3)n2Cc2ccccc2)o1,3.2,2.4
CN1CCN(c2ccc(CNC(=O)c3ccc(-c4ccnn4C)c4ccoc34)cc2)CC1,18.3,-3.2
COC(=O)c1sc(N2C(=O)C(O)=C(C(=O)c3ccc(C)o3)C2c2cc(OC)ccc2OC)nc1C (configuration not stated),-2.0,10.3
Fc1nc(N2CCCC2)c(F)c(Oc2ccccc2Oc2c(F)c(F)nc(N3CCCC3)c2F)c1F,11.4,4.2

# More records follow.
SMILES,TAG inh,TAG inh DAPI viability
O=C(NCCOc1ccc(Cl)cc1)C(=O)NCC1CCCO1 (configuration not stated),-5.6,-9.5
CC1CN(C(=O)c2ccccc2Nc2ccc(SC(F)F)cc2)CC(C)O1 (configuration not stated),-29.7,5.9
CCOC(=O)C1CCN(c2ncnc3c(C)csc23)CC1,8.7,9.8
CCCn1c(C2CCCN2c2nc(-c3ccc(C)cc3)cs2)nc2cc(Cl)c(N3CCCCC3)cc21 (configuration not stated),7.7,7.9
Cc1ccc(C(=O)CSc2nnc(CNc3nc(-c4ccccc4)cs3)n2C)cc1,-11.6,-5.3
CCC(C)Sc1ccc([C@H]2N[C@@](CC(C)C)(C(=O)OC)[C@H]3C(=O)N(C)C(=O)[C@@H]23)cc1 (some centres not stated),33.3,0.3
COc1cccc(C2c3[nH]c4ccccc4c3CCN2Cc2cccn2-c2ncccn2)c1 (configuration not stated),0.9,24.9
COc1cccc(N2CCN(c3ncnc4c3[nH]c3ccc(F)cc34)CC2C)c1 (configuration not stated),-31.1,-4.7
COc1ccc(S(=O)(=O)N2C3CCC2CC(NC(=O)C2CC2)C3)cc1 (configuration not stated),19.7,-7.5
CCCN(C(=O)c1ccccc1N)c1c(C)n(C)n(-c2ccccc2)c1=O,3.8,-6.1
CC(OC(=O)c1cccc(-n2cnnn2)c1)C(=O)Nc1ccc(F)c(F)c1F (configuration not stated),-3.0,3.4
O=C1CCC([N+](=O)[O-])C(c2cc3c(cc2Br)OCO3)N1 (configuration not stated),-6.9,-1.1
COc1ccc(CNC(=O)C(C)OC(=O)c2cccn2C)cc1 (configuration not stated),-0.9,-6.6
COc1ccc(NC(=O)c2ccc(OCC3CCCO3)cc2)cc1Cl (configuration not stated),12.5,3.4
Cc1ccc2c(cnn2C(=O)CCCC(=O)NC(C)c2ccccc2)c1 (configuration not stated),-3.9,-0.4
CNC(=O)C1(C)CCN1C(=O)Cc1ccc(C(C)C)cc1 (configuration not stated),-28.3,82.8
Cc1nsc(Nc2ccccc2)c1C#N,-1.2,-3.3
CC(/C=C/c1ccco1)=N\NC(=O)CNc1cccc(C)c1,-7.9,3.4
CN1CCc2c(sc3c2c(=O)n(-c2ccccc2)c2n[nH]c(=S)n32)C1,0.1,7.9
CS(=O)(=O)c1ccc(Cl)c(NC(=O)COC(=O)c2cccc(S(=O)(=O)N3CCCCC3)c2)c1,1.2,-2.7
Cc1cc(C)n(CC(=O)Nc2ccccc2)n1,-11.9,-2.7
CC(=O)Cc1nsc(NC(=O)C2Cc3ccccc3C(=O)O2)n1 (configuration not stated),-4.7,-6.8
COc1ccc(C)cc1N(CC(=O)N1CCCCCC1)S(=O)(=O)c1ccc(C)cc1,3.4,-7.8
Cc1ccc(C2(c3noc(CN(C)Cc4cccnc4)n3)CCCC2)cc1,-18.5,7.6
CN1C(CCl)Nc2cc(Cl)c(S(N)(=O)=O)cc2S1(=O)=O (configuration not stated),-2.1,4.1
O=S(=O)(N/N=C/c1ccc(N2CCOCC2)cc1)c1ccccc1,-1.2,5.2
COC(CNC(=O)CNC(=S)N(CCCN1CCOCC1)Cc1cccs1)OC,-1.5,4.6
CCCCN(C(=O)COC(=O)c1ccc(C=O)cc1)c1c(N)n(CCC)c(=O)[nH]c1=O,-6.3,7.3
COc1ccc(CNC(=O)COC(=O)c2ccc(C)c(S(=O)(=O)N3CCOCC3)c2)cc1,0.4,-1.1
Cc1ccc(C)c(OCCC(=O)OCC(=O)Nc2ccc(C)c(S(=O)(=O)N3CCCCC3)c2)c1,27.1,-9.8
COc1ccc(-n2c(=O)c3ccccc3n(Cc3ccc(F)cc3)c2=O)cc1OC,-3.5,-2.9
Cc1cc(Br)ccc1Nc1nc(N)nc(N)c1N=O,3.1,-3.3
COc1ccc(NC(=O)c2oc3ccccc3c2NC(=O)C2CC2)cc1OC,-1.2,3.5
COc1ccc(C2Nc3ccccc3NC3=C2C(=O)CC(C)(C)C3)c(OC)c1OC (configuration not stated),1.3,-0.5
Clc1ccc(-c2cn3c(n2)SCC3)cc1,1.1,2.3
CCN1CCN(c2ccc(S(=O)(=O)N3CCOCC3)cc2NC(=O)CCSC)CC1,13.3,-0.9
Oc1c(C=C2N=c3ccccc3=N2)sc(=S)n1-c1ccc(F)cc1,-11.6&-16.9,20.6&2.3
COc1ccc(-c2csc(NC(=O)CSCC(=O)Nc3cc(C)on3)n2)cc1,47.1,7.3
O=c1cc(CO)occ1OCc1ccccc1,2.0,-2.9
COc1cc(NC(=O)c2ccc(Br)o2)ccc1NC(=O)C(C)C,5.0,-2.1
O=C(C1CCCN(S(=O)(=O)c2ccccc2)C1)N1CCN(c2ccccc2)CC1 (configuration not stated),-22.6,2.7
CCN(CC)C(=O)[C@H]1C[C@H](CC(=O)NCCCn2ccnc2)C(=O)N2CCc3c([nH]c4cc(-c5ccco5)ccc34)[C@]12C,4.7,-2.9
COc1ccc(Cn2nnc3c(=O)[nH]c(C(=O)NCCc4ccc(F)cc4)nc32)cc1OC,17.4,-9.7
O=c1c(-c2ccc(O)cc2)coc2cc(O)ccc12,-9.9,-5.2
Cc1ccccc1-c1nc(SCc2cccnc2)c2c(=O)n(C)c(=O)n(C)c2n1,-20.2,2.0
O=C(CSc1nnc(CNC(=O)c2cccs2)o1)NC1CCCCC1,-10.0,17.9
O=C(O)CC1SC(=Nc2ccc(O)cc2)NC1=O (configuration not stated),-7.5,-10.7
COc1ccc(Cn2nnnc2CN2CCCCCC2)cc1,-7.8,5.7
CCn1c(C(C)NC(C)=O)nc2ccccc21 (configuration not stated),5.0,-4.6
O=C(Nc1ccc(OC(=O)c2ccncc2)cc1)c1ccncc1,9.7,-7.3
CCc1nnc(NC(=O)CSc2nnnn2C)s1,-10.7,7.0
Cc1ccc(Cl)cc1NC(=O)CSC(N)=O,-12.4,-2.4
COc1ccc(NS(=O)(=O)c2cccc(C(=O)N3CCN(C/C=C/c4ccccc4)CC3)c2)cc1,-3.3,22.4
CCCCNC(=O)C1CCCN1C(=O)Nc1ccccc1 (configuration not stated),-2.0,7.2
CC(C)(C)OC(=O)N[C@@H](Cc1ccccc1)C(=O)N[C@@H](CO)[C@H](O)[C@@H]1C[C@@H]1C(=O)NC1CC1,8.6,-0.7
O=C(NCc1ccco1)C(c1ccc(F)cc1)N(Cc1cccnc1)C(=O)Cn1nnc2ccccc21 (configuration not stated),-3.9,2.6
Cc1cc(C)cc(NC(=S)N(Cc2cccc(Br)c2)CC2CCC(C(=O)O)CC2)c1 (configuration not stated),1.6,0.4
CCOc1ccc(CCNC(=O)COC(=O)c2cccc(S(=O)(=O)N3CCCCC3)c2)cc1OCC,18.2,0.0
CCOCCc1nnc(NC(=O)Cc2ccccc2)s1,27.2,-11.9
Cc1cccc(NC(=S)N2CCCN(c3ncccc3[N+](=O)[O-])CC2)c1,-2.1,0.7

# (further entries)
SMILES,TAG inh,TAG inh DAPI viability
NNC(=O)c1nnn(-c2nonc2N)c1CN1CCc2ccccc2C1,-2.0,8.3
COc1cc(OC)cc(-c2cc3nc(C)c(CCC(=O)O)c(=O)n3[nH]2)c1,-3.8,6.2
Cc1ccc2cc(CN(CCN3CCOCC3)C(=O)NCc3ccccc3)c(=O)[nH]c2c1C,18.1,1.9
Nc1cc(=O)[nH]c(SCc2ccccc2Cl)n1,3.8,1.7
Cn1cccc1C(=O)N1CCc2ccccc2C1,3.3,-11.8
O=C(NN=Cc1ccc2c(c1)CCC2)c1cccc([N+](=O)[O-])c1,1.4,1.1
C/C=C(/C)C(=O)Nc1cccc(C2=NOC3(C2)C[C@@H](C(N)=O)N(C(=O)/C=C/CC)C3)c1 (some centres not stated),-6.7,1.9
O=C(O)c1cc(=O)c2c(OCC(O)COc3cccc4oc(C(=O)O)cc(=O)c34)cccc2o1,-4.7,1.8
CCc1ccc(-c2nn(Cc3ccccc3)cc2C(=O)NCC2CCCO2)cc1 (configuration not stated),2.0,-6.2
CN(Cc1ccccc1)C(=O)CCC1CCN(C(=O)CCC(F)(F)F)CC1,10.4,-14.1
COC(=O)C1C(O)=CC(=O)CC1C (configuration not stated),-1.0,-4.3
Cc1cc(Cl)ccc1OCC(=O)OCC(=O)NC1CCS(=O)(=O)C1 (configuration not stated),-4.6,-0.5
O=S1(=O)CC(N2CCCCC2)C(N2CCCCC2)C1 (configuration not stated),-18.0,7.5

# The list is partial, so the mix of outcomes need not match the whole.
